Bcl-W Bim block: human Bim-Bcl-W interaction inhibition; bead-based flow cytometry, Bim peptide-Bcl-W binding; inhibition, % at 10 µM; 190,000 compounds, 0.02% hits; Q92843;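 note: 0% = bound tracer without compound and 100% = peptide blocker; higher means less fluorescent Bim peptide bound to Bcl-W beads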
Target sequence (Q92843 whole entry, looked up): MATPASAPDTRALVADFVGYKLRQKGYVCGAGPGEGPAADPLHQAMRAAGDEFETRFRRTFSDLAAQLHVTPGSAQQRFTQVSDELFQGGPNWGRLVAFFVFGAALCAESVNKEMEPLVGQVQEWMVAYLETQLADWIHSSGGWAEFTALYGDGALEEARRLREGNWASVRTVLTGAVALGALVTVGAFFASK
GSH bead fluor: compound fluoresces at 488/530 nm on GSH beads; GSH beads flow cytometry, compound fluorescence 488/530 nm; hits give high values; fluorescence (KMESF) at 10 µM; 190,000 compounds, 0.25% hits; in the data active = fluorescence above about 89;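 note: glutathione beads carrying GST-tagged Bcl family fusion proteins plus one bare bead set; values are compound well signal with DMSO vehicle wells as background; inactives centre near 16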
Bcl-B Bim block: inhibitors of Bim-Bcl-B interaction, human; Q9HD36; bead-based flow cytometry, Bim peptide-Bcl-B binding; inhibition, % at 10 µM; 190,000 compounds, 0.073% hits;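 note: 0% = tracer peptide without compound and 100% = reference inhibitor peptide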
Target sequence (Q9HD36 whole entry, looked up): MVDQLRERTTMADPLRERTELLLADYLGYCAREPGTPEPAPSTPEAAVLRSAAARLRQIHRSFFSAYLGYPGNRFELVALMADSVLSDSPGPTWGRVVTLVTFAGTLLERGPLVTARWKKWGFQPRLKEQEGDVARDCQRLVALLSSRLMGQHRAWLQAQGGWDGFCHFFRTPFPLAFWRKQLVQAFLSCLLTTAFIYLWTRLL
ABCG2 inh: human ABCG2 inhibition, ABCB1 as counter-screen | Q9UNQ0 | inhibition, % at 6.6 µM | AID 1325 | IgMXP3 cells, JC-1 efflux, flow cytometry | 190,000 compounds, 0.1% hits;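 active = inhibition above 80%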;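 note: 0% = DMSO and 100% = nicardipine control wells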
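Incubation: cells with compound and JC-1, 10 min at 25 °C, rotating, no wash / Test system: IgMXP3 (ABCG2) plus far-red-tagged CCRF-Adr (ABCB1) cells / Compound dosing: one concentration, 6.6 µM final / Also added: JC-1 fluorescent substrate / Evaluation: efflux inhibition in percent versus controls / Detection: flow cytometry, 530 nm JC-1 signal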
RGS4-Gao reg: human RGS4-Galphao interaction regulation | P09471 | Multiplexed bead flow cytometry, RGS4-Galphao binding; actives lie on both sides | binding response (% of control), % at 10 µM | 220,000 compounds, 0.33% hits; in the data active = binding response below about 49% or above about 150%; inactive = in between;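 note: fluorescent Galphao activated with aluminum fluoride binding bead-coupled RGS4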
RGS7-Gao: regulators of human RGS7-Galphao interaction; binding response (% of control), % at 10 µM; Multiplexed bead flow cytometry, RGS7-Galphao binding; actives lie on both sides; AID 1439; 220,000 compounds, 0.35% hits; in the data active = binding response below about 49% or above about 150%; inconclusive = no clear call, values can overlap the other calls; inactive = in between;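 note: fluorescent Galphao held in activated GDP-AlF4 state binding bead-coupled RGS7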
RGS8-Gao reg: human RGS8-Galphao interaction regulation | response (percent of control binding), % at 10 µM | 220,000 compounds, 0.34% hits | P09471 | multiplexed bead flow cytometry, RGS8-Galphao binding; actives lie on both sides; in the data active = response below about 60% or above about 140%; inactive = in between;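 note: Galphao activated as the GDP aluminium fluoride complex binding bead-coupled RGS8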
Bim-Bfl-1: human Bim-Bfl-1 interaction inhibition; Bead-based flow cytometry, Bim-Bfl-1 binding inhibition; inhibition, % at 10 µM; Q16548; 190,000 compounds, 0.12% hits;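 note: 0% = wells without compound plus tracer and 100% = blocker peptide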
ABCB1 inh: blocks JC-1 efflux by human ABCB1 transporter; AID 1326; inhibition, % at 6.6 µM; CCRF-Adr cells, flow cytometry; P08183; 190,000 compounds, 0.067% hits; in the data active = inhibition above about 40%;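 note: 0% = vehicle and 100% = reference inhibitor; higher value means more JC-1 retained so stronger ABCB1 efflux block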
Bim-Bcl-2: inhibitors of Bim-Bcl-2 interaction, human. P10415. Bead-based flow cytometry, Bim peptide-Bcl-2 binding. inhibition, % at 10 µM. 190,000 compounds, 0.06% hits; in the data active = inhibition above about 40%; inconclusive = no clear call, values can overlap the other calls;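 note: 0% = no compound wells with probe peptide and 100% = reference peptide inhibitor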
Target sequence (P10415 whole entry, looked up): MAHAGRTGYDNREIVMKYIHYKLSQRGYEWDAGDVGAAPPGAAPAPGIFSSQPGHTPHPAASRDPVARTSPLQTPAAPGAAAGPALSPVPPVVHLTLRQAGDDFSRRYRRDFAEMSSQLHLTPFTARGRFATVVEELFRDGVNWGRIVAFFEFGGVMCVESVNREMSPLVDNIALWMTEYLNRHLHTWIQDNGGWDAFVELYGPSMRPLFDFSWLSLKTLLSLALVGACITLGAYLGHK
Bim-Bcl-XL: disrupts Bim peptide binding to human Bcl-XL; bead flow cytometry, fluorescence; 190,000 compounds, 0.04% hits; inhibition, % at 10 µM; AID 1007
Target sequence (Q07817 whole entry, looked up): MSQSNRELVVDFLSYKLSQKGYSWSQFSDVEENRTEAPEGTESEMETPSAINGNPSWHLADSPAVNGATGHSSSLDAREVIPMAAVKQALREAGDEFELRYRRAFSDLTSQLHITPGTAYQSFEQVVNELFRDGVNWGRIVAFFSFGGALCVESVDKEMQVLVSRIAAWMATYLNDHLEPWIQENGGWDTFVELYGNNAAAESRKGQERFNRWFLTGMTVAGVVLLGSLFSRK
Starred values were filed as active, the others as inactive; ? = inconclusive; & = joins results of further samples. Cut-off read from the data, not from the text of the source, unless noted: active = inhibition above about 40%. Rows are unselected; any-hit rate near 1.1%.

SMILES	Bcl-W Bim block	GSH bead fluor	Bcl-B Bim block	ABCG2 inh	RGS4-Gao reg	RGS7-Gao	RGS8-Gao reg	Bim-Bfl-1	ABCB1 inh	Bim-Bcl-2	Bim-Bcl-XL
O=C(NCCO)C(=O)c1c(-c2ccccc2)cc2ccccn12	3	13	-2	0	100	?	100	-2	1.0	-1	-2
O=C(NCc1ccccc1)C(=O)NCC1COc2ccccc2O1 (stereo not drawn)	-13	26	-17	1	99	99	100	-11	0.3	-22	-33
CC(=O)c1ccc2c3c(cccc13)C(=O)N(c1c(C)nn(C)c1C)C2=O	8	57	-3	1	104	103	101	-7	0.1	2	-5
C=C(C)c1cccc(C(C)(C)NC(=O)N(Cc2ccccc2)Cc2ccco2)c1	1	19	0	19	101	100	101	-8	8.0	-4	5
O=C(Nc1nc(-c2cccc([N+](=O)[O-])c2)cs1)C(c1ccccc1)c1ccccc1	2	43	-4	0	95	100	100	-7	-0.3	-9	0
O=C(Nc1ccccc1C(=O)NC(Cc1ccc(O)cc1)C(=O)O)c1ccccc1 (stereo not drawn)	3	12	0	7	102	101	102	-2	0.6	2	0
COc1ccc(CCCC(=O)NC(C)c2ccccc2)cc1 (stereo not drawn)	-6	13	-9	8	101	103	102	-18	0.4	-8	-12
Fc1ccc(Oc2cnc3ccccc3n2)cc1	-2	10	-4	1	97	88	96	-8	0.2	-2	-2
CC(C)CNC(=S)NC1CC2CCC(C1)N2Cc1ccccc1 (stereo not drawn)	0	27	-4	4	101	99	102	-10	0.5	-9	-3
CCOC(=O)C1CCCN(CC(=O)Nc2cccc(C(C)=O)c2)C1 (stereo not drawn)	2	14	-2	4	100	?	99	-2	0.1	-4	0
Cc1ccc(-c2nc3ccccc3c(=O)n2Cc2ccccc2)cc1	-2	11	-1	6	103	101	104	2	0.8	-1	-3
CC1=NN(C(=O)c2ccc(Br)cc2)C(O)(c2ccccc2)C1 (stereo not drawn)	0	12	-3	2	103	?	100	-4	0.1	-4	-1
CCOc1ccccc1OCC(=O)Nc1ccc(N2CCCCC2)cc1	0	23	-4	6	96	96	98	-7	0.9	-6	-6
Cc1c(NS(=O)(=O)c2ccccc2)cc(Cl)c(O)c1C	0	31	-17	5	104	101	100	-9	0.4	-8	-5
CC(C)c1nnc(NC(=O)c2cccc(NC(=O)C(F)(F)F)c2)s1	1	14	-2	17	102	?	101	4	1.1	1	-2
Cc1cc2n(n1)C(c1ccccc1)CC(c1ccc(Br)cc1)=N2 (stereo not drawn)	-1	15	-11	-11	109	107	115	-10	-1.6	-22	-5
CCOc1cc2[nH]c(=S)n(CCCOC)c(=O)c2cc1OCC	-1	33	-14	17	104	103	105	-14	0.6	-10	-3
COc1cc2ncnc(NCc3ccco3)c2cc1OC	1	19	0	0	100	99	100	-5	-0.9	-3	0
CC(C)CC1(C(=O)NCc2cc(F)cc(C(F)(F)F)c2)C=CCN1C(=O)c1ccccc1 (stereo not drawn)	0	17	-7	-2	101	101	103	-1	0.3	2	-1
COC(=O)C1CSc2[nH]c(=O)sc2C1c1ccc(OC)c(OC)c1 (stereo not drawn)	-5	18	-1	0	104	101	97	-3	0.1	-7	-3
Cc1cc(C(=O)Nn2c(-c3ccc(Br)cc3)nc3ccccc3c2=O)ccc1[N+](=O)[O-]	0	13	-5	7	95	94	99	-14	0.8	-8	-6
O=C(Nc1cccc([N+](=O)[O-])c1)C1CC(=O)N(C2CCCCC2)C1 (stereo not drawn)	-5	12	-3	6	104	106	103	-2	0.8	0	-4
c1ccc(CSCc2cn3ccccc3n2)cc1	-1	10	-4	2	101	100	102	-3	0.1	0	0
CC(C)C(NC(=O)C(NC(=O)C1OC2OC(C)(C)OC2C2OC(C)(C)OC12)C(C)C)C(=O)O (stereo not drawn)	0	26	0	1	102	95	104	-6	0.6	0	0
Nc1cc(=O)[nH]c(SCCOc2ccccc2)n1	-2	20	-5	0	101	103	102	-2	-0.1	-1	-5
CC1(C(=O)NC2CCCCCCC2)CCC(=O)N1Cc1ccco1 (stereo not drawn)	-5	21	-11	7	99	97	100	-20	0.7	-9	-11
COc1cc(C)ccc1OCCOCCOc1ccccc1Br	-2	40	-7	7	100	97	97	-14	0.9	-10	-11
COc1cccc(NC(=O)CSc2nnc(-c3cccc(OC(C)C)c3)n2N)c1	0	30	-7	7	101	101	101	-9	3.2	-6	4
Cc1cc(NC(=O)CSc2ncnc3c2cnn3-c2ccccc2)no1	-1	14	-3	2	104	97	101	-5	0.3	-3	-2
CCOc1ccc(NC(=O)Cn2nnc3c(cnn3-c3ccc(F)cc3)c2=O)cc1	0	12	-5	2	105	101	112	-11	0.8	-2	-1
Cc1ccc(NC(=S)NCc2ccc(S(N)(=O)=O)cc2)cc1Cl	0	26	-7	-1	102	?	101	-4	-0.6	-1	0
Cc1cc(C(F)(F)F)n2[nH]c(=O)c(N=Nc3ccccc3)c2n1	1	19	6	12	102	101	99	7	1.1	5	1
COc1ccc(N=Nc2nc(-c3ccccc3)c(-c3ccccc3)[nH]2)cc1	-4	10	-8	4	106	101	109	-5	0.8	-8	-9
COc1ccc(CCNC(=O)c2cnn3c(C(F)F)cc(C)nc23)cc1OC	1	23	-7	0	107	106	106	-10	-0.1	-4	-3
O=C(CSC1=NC(=O)C(Cc2ccccc2)C(=O)N1)Nc1ncccn1 (stereo not drawn)	0	30	-7	1	102	102	103	-18	-1.3	-12	-3
COc1ccc(CNC(=O)C/C(C)=N/NC(=O)COc2ccc(C)cc2Br)cc1	-2	15	-4	0	95	88	94	-7	0.1	-2	0
CCN1C(=O)CC(N2CCC(Nc3ccc(F)cc3)CC2)C1=O (stereo not drawn)	3	13	2	21	96	94	97	-1	-0.1	-5	-2
COc1ccc(S(=O)(=O)N2CCC(C(=O)N3CCOCC3)CC2)cc1OC	-5	35	-12	7	99	101	101	-15	0.7	-10	-5
CCCNC(=S)NNC(=O)c1cccs1	-2	16	-15	1	99	98	97	-3	0.3	-7	-7
CCn1c(SCC(=O)N2CCCC2)nc2c(c1=O)SC(C)C2 (stereo not drawn)	-2	17	-6	2	99	103	102	-9	0.5	0	-4
COc1ccc(NC(=O)c2cccc(-n3cnnn3)c2)cc1	0	19	-1	4	94	93	100	-2	0.1	-1	0
Cc1cc2ccccc2n2c(SCC(=O)N3CCOCC3)nnc12	0	13	-3	8	98	100	103	-2	0.1	-3	-1
Cc1ccc(NC(=S)NNC(=O)Cn2nc([N+](=O)[O-])cc2C)cc1	2	42	-17	0	93	93	94	-2	0.0	-6	8
CCOC(=O)C1=C(C)NC(C)=C(C(=O)OCC)C1c1cn(-c2ccccc2)nc1-c1ccco1	5	11	0	2	100	98	99	-6	0.7	-6	0
CCOC(=O)CSc1cc(=O)n(CC)c2ccccc12	2	13	-1	0	99	101	100	-7	0.0	-5	-8
COc1ccc(-c2nc(-c3cccc([N+](=O)[O-])c3O)cc(=O)o2)cc1OC	-6	14	0	2	101	103	99	-9	0.6	-4	-5
CCn1c(COc2cc(C)cc(C)c2)nnc1SCC(=O)N1CCN(c2ccccc2)CC1	-3	78	-5	-1	101	100	104	-4	-0.2	-2	-3
CN1CCN(CC(=O)Nc2ccc(Cl)cc2Cl)CC1	3	30	-5	11	100	103	101	-12	0.7	-9	-1
CN(C)S(=O)(=O)c1ccc(C(=O)Nc2ccccc2C(=O)O)cc1	-1	20	-7	-9	106	102	103	-26	-1.3	-9	-9
CC(C)Cn1c(N)c(C(=O)COC(=O)C2CCCCC2)c(=O)n(C)c1=O	0	15	-5	5	95	99	95	-9	0.8	-7	-3
CC(=O)c1ccccc1OCC(O)CN1CCN(CCN2C(=O)c3cccc4cccc(c34)C2=O)CC1 (stereo not drawn)	-3	12	-4	-8	99	104	99	0	3.5	-2	-1
OC1(Cc2ccn[nH]2)CCCCC1	-1	24	-5	5	104	107	102	-11	0.2	-5	0
CCOc1ccccc1CN1CCN(C/C=C/c2ccc(OC)cc2)CC1CCO (stereo not drawn)	1	22	-7	-3	108	105	101	-4	1.2	-3	1
CCOC(=O)c1cn(CC(=O)Nc2cccc(Cl)c2)nn1	-1	14	-3	2	105	106	105	-6	0.6	2	-1
COc1ccc(NC(=O)C2CCCN2C(=O)Oc2ccccc2)cc1 (stereo not drawn)	1	19	-2	1	96	101	100	-8	0.4	-1	-1
COc1cc(C2C3=C(CC(c4ccco4)CC3=O)Nc3ccccc3N2C(C)=O)cc(OC)c1OC (stereo not drawn)	-1	18	0	0	98	100	95	5	0.2	5	-4
CCOc1ccc(-n2c(Cc3cc(=O)[nH]c(=O)[nH]3)nnc2SCC(=O)Nc2nnc(C)s2)cc1	5	14	-1	1	104	103	98	-3	0.2	0	0
COc1ccc(C(=O)N/N=C/c2ccc(OC)c(CN3CCc4cc(OC)c(OC)cc4C3C)c2)cc1 (stereo not drawn)	0	10	-2	0	98	108	97	-4	0.8	-1	-7
CCc1ccc(-c2cc(C(=O)N/N=C/c3ccco3)[nH]n2)cc1	-4	19	-11	-2	102	94	98	-4	-1.2	0	-9
Cc1nc2nc[nH]n2c(=O)c1NC(=O)CC12CC3CC(CC(C3)C1)C2	-1&-1	10&7	0&0	0&1	100&79	100&85	104&91	0&-1	0.0&0.4	0&-1	-1&-1
The list goes on:
SMILES	Bcl-W Bim block	GSH bead fluor	Bcl-B Bim block	ABCG2 inh	RGS4-Gao reg	RGS7-Gao	RGS8-Gao reg	Bim-Bfl-1	ABCB1 inh	Bim-Bcl-2	Bim-Bcl-XL
COc1ccc(-c2csc(N3CCN(c4cc(C)nc5ccccc45)CC3)n2)cc1OC	-1	14	-10	-3	105	?	101	0	0.0	-3	0
O=S(=O)(NCc1ccco1)c1ccc2c(c1)Cc1ccccc1-2	-2	22	-6	-2	102	102	99	-10	-0.2	-6	-7
CCOC(=O)c1c(C)[nH]c(C)c1C(=O)COC(=O)CNC(=O)C1CCCCC1	1	11	3	5	102	104	101	5	-0.6	0	-2
O=C(O)c1nc(N2CCOCC2)nc(N2CCOCC2)n1	2	23	2	0	101	100	98	5	0.2	7	0
Cc1cc(C(=O)CSc2nnc(-c3cccs3)n2Cc2ccccc2)c(C)n1C	-1	9	-6	5	99	103	96	0	4.9	0	-4

3 structures from above, sorted by length of the SMILES, rising:
SMILES	Bcl-W Bim block	GSH bead fluor	Bcl-B Bim block	ABCG2 inh	RGS4-Gao reg	RGS7-Gao	RGS8-Gao reg	Bim-Bfl-1	ABCB1 inh	Bim-Bcl-2	Bim-Bcl-XL
Cc1cc(C(=O)CSc2nnc(-c3cccs3)n2Cc2ccccc2)c(C)n1C	-1	9	-6	5	99	103	96	0	4.9	0	-4
Cc1nc2nc[nH]n2c(=O)c1NC(=O)CC12CC3CC(CC(C3)C1)C2	-1&-1	10&7	0&0	0&1	100&79	100&85	104&91	0&-1	0.0&0.4	0&-1	-1&-1
CCOC(=O)c1c(C)[nH]c(C)c1C(=O)COC(=O)CNC(=O)C1CCCCC1	1	11	3	5	102	104	101	5	-0.6	0	-2

Screening data deposited in PubChem by NMMLSC.
